12-hLO inh = 12-hLO (ALOX12) enzyme inhibition; 0.12% of 150,000 active; Potency, µM (top dose mostly 57.1 µM), inactives show top-dose activity change, negative = inhibition, most hits filed as inhibitors; purified 12-hLO, xylenol orange hydroperoxide absorbance; AID 1452; P18054; note: potency is the fitted concentration of half-maximal effect; nearly all actives have a fitted effect of over 55% in size; many of its hits are not listed in these tables
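Lipoxygenase turnover measured by absorbance at 573 and 405 nm after Fe-XO development. Human 12hLO 150 nM, arachidonate 40 uM, pH 7.0 Hepes buffer with detergent; 15 min compound preincubation, 30 min reaction.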
IMPase cell inh = cell-permeable inhibitors of inositol monophosphatase (IMPase) | CHO-M1 cells, IP1 accumulation, HTRF TR-FRET ratio | P97697 | 120,000 tested, under 10 active | inhibition (IP1 accumulation), % at 46.1 µM; active = well fitted curve in the direction sought with a large enough effect in the signal ratio, not every such curve was filed as active; inconclusive = small, poorly fitted or top-dose-only effect, or a change in a side signal; inactive = no such curve, though single readings can be large or run the other way; the % refers to the signal ratio;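 note: cells stimulated with carbachol in lithium chloride buffer; plate controls were DMSO basal wells for no effect and reference inhibitor wells for full effect; higher means more IMPase inhibition seen as more IP1 and lower FRET ratio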
Target sequence (P97697 whole entry, looked up): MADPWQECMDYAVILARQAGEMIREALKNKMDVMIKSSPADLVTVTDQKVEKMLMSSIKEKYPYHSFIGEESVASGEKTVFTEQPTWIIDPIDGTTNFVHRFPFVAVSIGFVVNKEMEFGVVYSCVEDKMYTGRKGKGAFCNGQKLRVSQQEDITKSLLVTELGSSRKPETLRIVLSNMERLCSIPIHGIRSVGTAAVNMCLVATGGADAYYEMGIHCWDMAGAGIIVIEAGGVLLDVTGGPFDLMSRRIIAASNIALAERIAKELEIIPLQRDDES
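Measured: the HTRF emission ratio (665/620 nm) plus the 620 nm donor channel, each fitted to the Hill equation to give AC50. Cells were CHO-M1 given compounds up to 46 uM and a 30 min carbachol stimulation at 37C.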
PNC assembly inh = perinucleolar compartment assembly inhibition | AID 2417 | activity change (PNC), negative = inhibition, % at 10 µM | PC3M PTB-GFP, PNC prevalence imaging, 16 h; stronger effect = lower value | 3.1% of 140,000 active;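 active = readout at or below -70, meaning at least 70% loss of cells showing the perinucleolar compartment, a nuclear body marking cancer cells; inconclusive = readout between -30 and a set limit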;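 note: plate controls were DMSO wells for no effect and camptothecin positive control wells for full effect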
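Read-out is percentage of cells bearing a perinucleolar compartment, from automated 20x imaging of fixed, Hoechst-stained PC3M PTB-GFP cells. Cells were seeded 4 h, then exposed 16 h to compound (23 nl of library stock) in duplicate plates.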
15-hLO-2 inh = 15-hLO-2 (ALOX15B) enzyme inhibition; O15296; purified 15hLO-2, xylenol orange hydroperoxide absorbance; Potency, µM (titrated, usually from 57.1 µM), for inactives: at the highest dose activity change, negative = inhibition, most hits filed as inhibitors; 0.56% of 110,000 active; note: potency is the fitted concentration of half-maximal effect; nearly all actives have a fitted effect of over 60% in size; many of its hits are not listed in these tables
Target sequence (O15296 whole entry, looked up): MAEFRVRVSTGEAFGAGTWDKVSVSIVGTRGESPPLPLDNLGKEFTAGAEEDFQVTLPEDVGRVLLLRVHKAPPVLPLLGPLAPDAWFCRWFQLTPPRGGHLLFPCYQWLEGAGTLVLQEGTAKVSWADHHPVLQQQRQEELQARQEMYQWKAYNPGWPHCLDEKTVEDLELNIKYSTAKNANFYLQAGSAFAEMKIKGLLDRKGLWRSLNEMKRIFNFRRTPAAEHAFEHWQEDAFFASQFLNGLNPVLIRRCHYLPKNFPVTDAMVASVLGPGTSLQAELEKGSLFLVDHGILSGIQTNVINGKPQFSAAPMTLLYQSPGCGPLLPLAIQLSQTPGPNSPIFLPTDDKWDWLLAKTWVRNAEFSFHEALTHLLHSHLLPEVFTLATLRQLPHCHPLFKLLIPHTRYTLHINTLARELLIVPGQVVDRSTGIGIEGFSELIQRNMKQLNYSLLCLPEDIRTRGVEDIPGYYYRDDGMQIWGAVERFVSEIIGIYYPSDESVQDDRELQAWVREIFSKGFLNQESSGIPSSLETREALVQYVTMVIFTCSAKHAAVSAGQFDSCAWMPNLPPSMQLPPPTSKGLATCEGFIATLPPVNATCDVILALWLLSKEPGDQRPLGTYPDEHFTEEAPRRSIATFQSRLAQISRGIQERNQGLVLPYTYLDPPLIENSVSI
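Screening format was qHTS against 50 nM purified 15hLO-2 in Hepes pH 7.5 with detergent. Activity follows hydroperoxide formation from 45 uM arachidonic acid, measured as 573:405 nm absorbance ratio of the ferric-xylenol orange complex.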
Numbers without * were called inactive; u = inconclusive; x = not tested or not shown; [ ] = remark or other dose. Unless noted, calls come from the whole dose curve; as a rule, active = well fitted curve in the direction sought with a large enough effect; inconclusive = small, poorly fitted or top-dose-only effect, or another doubt; inactive = no such curve, though single readings can be large; an effect the other way counts as inactive or inconclusive. Unless noted, % is set by controls: 0 for no effect and ±100 for the full control effect. These rows are one share of the data. The share of hits here may be higher or lower than overall.

SMILES	12-hLO inh	IMPase cell inh	PNC assembly inh	15-hLO-2 inh
Cc1cc(C)c2c(N)c(C(=O)c3ccc(Cl)cc3)sc2n1	-1%	x	-20	x
O=C(c1cccc(F)c1)N1CCC(O)(c2cccnc2)CC1	5%	7	-7	1%
CCc1cccc(NS(=O)(=O)c2ccc3c(c2)oc(=O)n3C)c1	1%	4	78	2%
CCOCCc1nnc(NC(=O)CN2C(=O)c3ccccc3C2=O)s1	-4%	u	-8	1%
O=S(=O)(NCC1CCCO1)c1ccc(Br)s1 (stereo not given)	5%	5	12	1%
CCOc1ccc(C(=O)CN2CCN(S(=O)(=O)c3ccc(OC)cc3)CC2)cc1	-3%	5	-14	-5%
CCC(=O)c1ccc(OCC(=O)O)cc1	-1%	-5	-20	3%
COc1ccc(N2CCCn3c2nc2c3c(=O)n(CCN3CCOCC3)c(=O)n2C)cc1	-3%	5	-17	-12%
CSc1nc2ccccc2cc1/C=C(\C#N)c1ccccc1	-10%	5	11	2%
C=CCOc1c(CNc2cccc(C(=O)O)c2)cccc1OCC	-5%	-4	29	-14%
O=C1CC(N2CCC(Cc3ccccc3)CC2)C(=O)N1CCc1ccccc1 (stereo not given)	-13%	-11	28	10%
O=S(=O)(N1CCCCC1)N1CCN(CC(O)COc2ccc3cc(Br)ccc3c2)CC1 (stereo not given)	-8%	-3	-17	36%[activator]
CCc1nc2sc3ccccc3c(=O)c2c(=O)n1Cc1ccco1	-4%	8[0.0738 µM]	-28	x
COc1ccc(-n2nc(C(=O)NCC(=O)NCc3ccco3)c3ccccc3c2=O)c(OC)c1	0%	-5	-27	-4%
CCOc1ccc(NC(=O)/C=C/c2ccc(OC)cc2)c([N+](=O)[O-])c1	2%	x	-5	x
O=C(NCCN1CCOCC1)c1ccccc1Oc1ccccc1	4%	3	34	-5%
C/C(=N/NC(=O)C1CCN(S(=O)(=O)c2ccc(C)cc2)CC1)c1cccc([N+](=O)[O-])c1	-2%	x	43	x
CCn1c(CCCNC(=O)c2ccc(F)cc2)nc2ccccc21	1%	5	u	3%
O=C(NN=C1C2CC3CC(C2)CC1C3)c1cc(Cl)ccc1O	6%	-8	19	x
CC(C)(C)n1ncc2c(=O)n(CC(=O)NCc3ccco3)cnc21	11%	8	-29	x

A different layout for some results above.
The line under a structure holds: 12-hLO inh | IMPase cell inh | PNC assembly inh | 15-hLO-2 inh
CCc1cccc(NS(=O)(=O)c2ccc3c(c2)oc(=O)n3C)c1
    1% | 4 | 78 | 2%
CCOCCc1nnc(NC(=O)CN2C(=O)c3ccccc3C2=O)s1
    -4% | u | -8 | 1%
O=S(=O)(NCC1CCCO1)c1ccc(Br)s1 (stereo not given)
    5% | 5 | 12 | 1%
CCOc1ccc(C(=O)CN2CCN(S(=O)(=O)c3ccc(OC)cc3)CC2)cc1
    -3% | 5 | -14 | -5%
CCC(=O)c1ccc(OCC(=O)O)cc1
    -1% | -5 | -20 | 3%
COc1ccc(N2CCCn3c2nc2c3c(=O)n(CCN3CCOCC3)c(=O)n2C)cc1
    -3% | 5 | -17 | -12%
CSc1nc2ccccc2cc1/C=C(\C#N)c1ccccc1
    -10% | 5 | 11 | 2%
C=CCOc1c(CNc2cccc(C(=O)O)c2)cccc1OCC
    -5% | -4 | 29 | -14%
O=C1CC(N2CCC(Cc3ccccc3)CC2)C(=O)N1CCc1ccccc1 (stereo not given)
    -13% | -11 | 28 | 10%
O=S(=O)(N1CCCCC1)N1CCN(CC(O)COc2ccc3cc(Br)ccc3c2)CC1 (stereo not given)
    -8% | -3 | -17 | 36%[activator]
CCc1nc2sc3ccccc3c(=O)c2c(=O)n1Cc1ccco1
    -4% | 8[0.0738 µM] | -28 | x
COc1ccc(-n2nc(C(=O)NCC(=O)NCc3ccco3)c3ccccc3c2=O)c(OC)c1
    0% | -5 | -27 | -4%
CCOc1ccc(NC(=O)/C=C/c2ccc(OC)cc2)c([N+](=O)[O-])c1
    2% | x | -5 | x
O=C(NCCN1CCOCC1)c1ccccc1Oc1ccccc1
    4% | 3 | 34 | -5%
C/C(=N/NC(=O)C1CCN(S(=O)(=O)c2ccc(C)cc2)CC1)c1cccc([N+](=O)[O-])c1
    -2% | x | 43 | x
CCn1c(CCCNC(=O)c2ccc(F)cc2)nc2ccccc21
    1% | 5 | u | 3%
O=C(NN=C1C2CC3CC(C2)CC1C3)c1cc(Cl)ccc1O
    6% | -8 | 19 | x
CC(C)(C)n1ncc2c(=O)n(CC(=O)NCc3ccco3)cnc21
    11% | 8 | -29 | x

(next part)
SMILES	12-hLO inh	IMPase cell inh	PNC assembly inh	15-hLO-2 inh
COc1cccc(C(=O)Nc2ccc(C(F)(F)F)n(C)c2=O)c1	1%	x	25	x
CC1=CSC2=NC(=O)/C(=C/c3cccc(OC(=O)c4ccco4)c3)C(=N)N12	-2%	x	-24	x
O=C(Nc1ccccc1)/C(=C\c1cccs1)NC(=O)c1ccccc1	0%	3	-24	x
COc1cccc(-c2cc(C(F)(F)F)nc(N3CCC(C)CC3)n2)c1	4%	-2	25	11%
Nc1nonc1C(=O)NCCNCc1ccccc1OCc1ccc(F)cc1	-2%	6	14	11%
COc1ccc(-n2c(SCC(=O)N3CCOCC3)nc(O)c(Cc3ccccc3)c2=O)cc1	-2%	-3	-25	-3%
Cn1c(=O)c(Cc2ccccc2)c(O)c2ccccc21	1%	2	-28	-4%
CN(C)S(=O)(=O)c1ccc(S(=O)(=O)N2CCN(CCC#N)CC2)cc1	4%	-10	-7	1%
Clc1ccc(/C=C/c2nc3ccccc3[nH]2)cc1	-2%	-2	-1	x
CC1CC(C)CN(c2ccc(-n3cnnn3)cc2[N+](=O)[O-])C1 (stereo not given)	-3%	2	23	-4%
COc1cc(CNCc2ccccn2)ccc1OCc1ccccc1Cl	-1%	x	37	x
O=C(COC(=O)/C=C/c1cccc(Br)c1)NCCC1=CCCCC1	-2%	x	49	x
CCOC(=O)C1(c2ccccc2)NC(c2ccccc2C)C2C(=O)N(c3ccc4c(c3)OCO4)C(=O)C21 (stereo not given)	-2%	x	-7	x
CCOC(=O)N1CCN(/C=C(\C#N)c2nc3ccccc3s2)CC1	-2%	6	-8	-6%
CC(C)(C)C1CCC2(CC1)C(C#N)=C(SCC(=O)NC1CCCCC1)NC(=O)C2C#N (stereo not given)	-12%	3	-24	-13%
Cc1occc1-c1nnc(SCC(=O)NC2CCCC2)n1-c1ccccc1	-1%	12	u	x
Brc1ccc(-c2cn3ccccc3n2)s1	u	-13	-19	-1%
CN(C)S(=O)(=O)c1nc(Cl)c2[nH]cnc2n1	-3%[11.4 µM]	x	x	2%[11.4 µM]
Cc1ccc2c(CSc3nc4ccccc4c(=O)n3CCCO)cc(=O)oc2c1C	-10%	8	-2	-24%
Cc1nc(NC(=O)C23CCC(C)(C(=O)O2)C3(C)C)sc1C (stereo not given)	-5%	1	u	-4%
Cc1ccc(NC(N)=S)cc1	-4%	x	11	x
Cn1c(SCC(=O)Nc2ccc(F)cc2F)nnc1-c1cccnc1	21%	4	-22	0%
CC(C(=O)Nc1sc2c(c1C(=O)NCC1CCCO1)CCC2)N1C(=O)c2ccccc2C1=O (stereo not given)	-5%	-2	u	x
Cc1ccc(C)c(S(=O)(=O)N2CCN(CC(=O)Nc3cc(C)on3)CC2)c1	-8%	5	u	-9%
Cc1ccc(C)c(N2CCN(C(=O)c3cc4sccc4n3C)CC2)c1	2%	14	25	16%
Cc1cc(NC(=O)C2CC(c3ccccc3Cl)=NO2)no1 (stereo not given)	2%	-3	5	-5%
O=C(COC(=O)CCc1ccc(S(=O)(=O)N2CCOCC2)cc1)Nc1ccc(Cl)cn1	-3%	-5	-12	-3%
COc1ccc2c(c1)O[C@@H](c1cccc(C(F)(F)F)c1)[C@H](OC(=O)N[C@H]1CCCc3ccccc31)C2=O	-4%	x	u	x
COc1ccc(NC(=O)Nc2ccccc2F)cc1	0%	1	-1	-1%
CCn1cc(C(=O)NCc2ccco2)c(=O)c2cc(F)c(N3CCN(C(=O)c4ccco4)CC3)cc21	-4%	5	u	-13%
Cn1c(SCC(=O)NC(=O)NCc2ccco2)nnc1-c1ccccc1	-7%	9	-15	-23%
COc1cccc(C2=NN(C(=O)c3ccccc3)C(O)(C(F)(F)F)C2)c1 (stereo not given)	-4%	u	u	-8%
O=S(=O)(Nc1ccc(S(=O)(=O)Nc2nccs2)cc1)c1ccc2c(c1)OCCO2	2%	0	2	-10%
O=C(CN1CCC(N2CCCCC2)CC1)N1CCCc2ccccc21	-4%	6	u	-9%
Brc1ccccc1C1CC(c2ccccc2)=Nc2ccccc2N1 (stereo not given)	-3%	x	u	x
CN1CCN(C(=O)CCn2nc(-c3ccccc3)c3ccccc3c2=O)CC1	-1%	8	u	5%
COC(=O)c1sc(NC(=O)CSc2nc3cccnc3n2C2CCCCC2)nc1C	4%	-3	23	-16%
Cc1cc2ncn(C(=O)c3ccc4c(c3)OCO4)c2cc1C	-15%	-8	-4	7%
Cn1c(=O)c2c(O)cc(=O)n(-c3ccccc3)c2n(C)c1=O	-3%	0	-26	6%
Cc1ccc(-c2cn(-c3ccccc3)c(SCC(=O)NC3CCS(=O)(=O)C3)n2)cc1C (stereo not given)	-3%	x	-83*	x
Cc1sc(N/N=C/c2cccnc2)nc1-c1ccccc1	-26%	4	u	12%
COCC(=O)N1CCC2(CCN(Cc3ccccc3OC)CC2)CC1	3%	x	x	6%
CCC(C(=O)NCc1ccco1)n1nc(-c2ccc(OC)cc2)ccc1=O (stereo not given)	-5%	0	u	0%
CC(=O)c1cccc(NC(=O)CN2C(=O)COc3ccc(Cl)cc32)c1	-6%	6	u	-2%
CCOc1ccc(NC(=O)CSc2nc3ccccc3c(=O)n2Cc2cccs2)cc1	3%	x	7	x
O=C(CSc1nnnn1C1CCCCC1)Nc1ccc2c(c1)OCO2	1%	-1	-17	-1%
Cc1ccc(C)n1-c1ccc(C(=O)NCC2CCCO2)cc1 (stereo not given)	1%	-3	6	-1%
Cc1ccc(S(=O)(=O)N2CCOCC2)cc1C(=O)NC1CCCCC1	2%	-2	u	-2%
C/C(=N\NC(=O)c1ccccc1)c1nc2ccccc2n1C	-3%	x	-19	x
Fc1ccc(C2CC(c3ccccc3)n3ncnc3N2)cc1 (stereo not given)	-3%	4	u	2%
CCOc1ccc(C2/C(=C(/O)c3ccc(OC)cc3)C(=O)C(=O)N2c2cc(C)on2)cc1OC (stereo not given)	9%	-13	1	9%

Complete entries, quoted from the list.
Shown for CCOc1ccc(NC(=O)CSc2nc3ccccc3c(=O)n2Cc2cccs2)cc1 = 12-hLO inh: 3%; IMPase cell inh: x; PNC assembly inh: 7; 15-hLO-2 inh: x
Shown for CC(=O)c1cccc(NC(=O)CN2C(=O)COc3ccc(Cl)cc32)c1 = 12-hLO inh: -6%; IMPase cell inh: 6; PNC assembly inh: u; 15-hLO-2 inh: -2%
